RXFP1 ag: RXFP1 (human) receptor agonism; HEK293T-RXFP1 cAMP TR-FRET, 30 min; response scale: percent of porcine relaxin response, buffer zero; Potency, µM (series often up to 57.5 µM), without a hit: at the highest dose activation, actives largely listed as activators; hit rate 0.3% among 370,000; active means well fitted activation curve with a large enough effect; inconclusive means small, poorly fitted or top-dose-only effect; further: potency means the concentration at half of the fitted maximal effect; on the % scale 0 is the no-effect control and ±100 the full control effect; nearly all actives have a fitted effect of over 60% in size; many of its hits are not listed in these tables
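Agonist response is measured as cAMP accumulation in an RXFP1-transfected HEK293T line under PDE4 inhibition. Values are scaled between buffer-only and 29 nM porcine relaxin, and EC50s come from standard Hill equation fits.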
TRHR enhancer: allosteric enhancers of human TRH receptor | P34981 | TRHR cells, fluo-8 calcium fluorescence, EC20 TRH enhancement | enhancement, % at 2 µM | hit rate 0.66% among 360,000 | AID 493056; in the data active means enhancement above about 30%; further: 0% is about no effect
Target sequence (P34981 whole entry, looked up): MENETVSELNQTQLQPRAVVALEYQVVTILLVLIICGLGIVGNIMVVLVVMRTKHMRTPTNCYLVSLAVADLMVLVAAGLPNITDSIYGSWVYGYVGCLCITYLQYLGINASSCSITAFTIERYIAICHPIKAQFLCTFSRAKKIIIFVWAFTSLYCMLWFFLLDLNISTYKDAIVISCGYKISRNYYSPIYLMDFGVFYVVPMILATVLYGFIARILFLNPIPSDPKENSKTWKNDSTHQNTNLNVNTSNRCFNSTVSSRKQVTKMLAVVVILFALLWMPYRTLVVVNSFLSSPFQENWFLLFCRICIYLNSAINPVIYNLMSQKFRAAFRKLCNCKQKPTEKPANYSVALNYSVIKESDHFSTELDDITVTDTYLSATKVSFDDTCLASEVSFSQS
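TRHR-expressing cells loaded with fluo-8 calcium dye were read kinetically (ex 480/em 530) during compound addition, then stimulated with an EC20 of TRH (10 nM final). Enhancement of the Gq-mediated intracellular calcium response was scored.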
D1 antag: blocks dopamine activation of the human D1 receptor; HEK293 TREx D1 cells, calcium flux, dopamine EC80; hits give low values; P21728; hit rate 3.2% among 360,000; activity change, negative = inhibition, % at 10 µM; in the data active means activity change below about -30%; further: on the % scale 0 is the no-effect control and ±100 the full control effect
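Inducible Hek293 Trex D1 cells (tetracycline, overnight, 30 C). Calcium dye 30–90 min RT. Antagonist mode: EC80 dopamine added after 180 s compound read.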
D2 potentiator: D2 dopamine receptor (human) potentiation; AID 485347; potentiation, % at 10 µM; P14416; HEK293 T-REx D2, calcium flux, EC20 dopamine potentiation; hit rate 0.34% among 340,000;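 active means potentiation over 3 SD above the plate norm, cut at about 30% in these data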; further: 0% is about no effect
Target sequence (P14416 whole entry, looked up): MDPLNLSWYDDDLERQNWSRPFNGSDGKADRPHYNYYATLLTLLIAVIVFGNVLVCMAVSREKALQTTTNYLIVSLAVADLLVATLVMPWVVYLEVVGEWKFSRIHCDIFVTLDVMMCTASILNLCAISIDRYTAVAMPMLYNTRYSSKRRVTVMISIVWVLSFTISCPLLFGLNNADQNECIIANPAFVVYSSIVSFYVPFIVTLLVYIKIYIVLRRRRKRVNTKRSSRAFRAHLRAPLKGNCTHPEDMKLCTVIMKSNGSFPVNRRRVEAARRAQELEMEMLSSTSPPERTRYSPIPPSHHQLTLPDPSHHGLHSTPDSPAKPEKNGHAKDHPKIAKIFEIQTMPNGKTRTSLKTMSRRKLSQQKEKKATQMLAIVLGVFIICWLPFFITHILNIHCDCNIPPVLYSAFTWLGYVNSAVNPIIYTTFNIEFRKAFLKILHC
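Primary screen. Calcium kinetics in induced HEK293 T-REx D2 cells: compound pre-addition 180 s, EC20 dopamine, 180 s more.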
D1 ag: human D1 receptor agonism. P21728. HEK293 T-REx D1 cells, calcium flux, agonist mode. activation, % at 2 µM. hit rate 1% among 360,000. AID 504660; in the data active means activation above about 30%; further: 0% is about no effect
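Agonism was scored from calcium flux recorded over 180 s (1 read/s) after pintool compound addition, following a 10-cycle baseline. Cells were inducible force-coupled HEK293 TREx D1, plated overnight at 30 C and loaded with no-wash calcium dye.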
D1 PAM: potentiators of human D1 dopamine receptor. P21728. HEK293 TREx D1 cells, calcium flux, dopamine EC20 potentiation. potentiation, % at 10 µM. hit rate 0.036% among 360,000; in the data active means potentiation above about 30%; further: 0% is about no effect
D2 antag: antagonizes the human D2 dopamine receptor. HEK293 TREx D2 cells, calcium flux, dopamine EC80. hit rate 2% among 340,000. inhibition, % at 10 µM. AID 485344; in the data active means inhibition above about 30%; further: 0% is about no effect
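Compounds are added to dye-loaded, induced HEK293 T-REx cells coupled to calcium release via D2; after a 3 min kinetic read an EC80 dopamine stimulus is given and fluorescence is recorded for 3 more min.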
D2 agonist: agonists of human D2 dopamine receptor. HEK293 T-REx D2 cells, calcium flux agonist mode. activation, % at 2 µM. hit rate 0.53% among 340,000;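 active means activation over 3 SD above normal in the single-dose calcium agonist read, cut at about 30% in these data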; further: 0% is about no effect
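Calcium-flux readout, 1 cycle/sec over 180 s following compound pin transfer, in inducible HEK293 Trex D2 cells (force-coupled); dopamine controls included. Positive calcium responses during this window marked compounds as potential agonists.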
RXFP1 antag: blocks the human relaxin receptor RXFP1. activity change, negative = inhibition, % at 57.5 µM. HEK293-RXFP1, relaxin-stimulated cAMP HTRF, 30 min; hits give low values. Q9HBX9. AID 1259400. hit rate 0.59% among 350,000;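 active means activity change of -60% or lower, but not beyond a set lower limit; inconclusive means change between -60% and -40%, or beyond the set limit; inactive means change above -40%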; further: on the % scale 0 is the no-effect control and ±100 the full control effect
Starred values were filed as active, the others as inactive; ? = inconclusive; / = no result given. These rows are one share of the data. The share of hits here may be higher or lower than overall.

No.	SMILES	RXFP1 ag	TRHR enhancer	D1 antag	D2 potentiator	D1 ag	D1 PAM	D2 antag	D2 agonist	RXFP1 antag
1	CCOC(=O)N1C/C(=C\c2ccccc2)C(=O)/C(=C/c2ccccc2)C1	0.0%	-8	-16	10	10	-4	11	1.5	5
2	CCc1ccccc1N1CCN(S(=O)(=O)c2cc(OC)ccc2OC)CC1	-1.7%	2	-4	-5	6	-1	-8	0.8	-2
3	CCOc1ccc(CCNC(=O)c2ccc3c(c2)c(C)c(C)n3C)cc1	-0.2%	1	8	0	1	1	/	-0.3	-30
4	CCCCc1ccc(NC(=O)CC(C)(C)C)cc1	-3.6%	4	7	5	6	1	-12	2.9	-39
5	C=CCN1C(=O)c2ccccc2NC1c1cc(Br)cs1 (configuration not stated)	0.7%	-2	13	10	1	3	-13	-0.6	0
6	CC1(C)CC(NC(=O)c2ccc(Cl)cc2Cl)CC(C)(C)N1	-0.6%	27	-2	-6	0	7	5	4.0	2
7	CC(=O)Nc1ccc(S(=O)(=O)Nc2ccc(Nc3ccccc3)cc2)cc1	0.0%	-1	-8	7	4	-1	4	0.1	1
8	COc1cc(NC(=O)C2Cc3ccccc3CN2S(C)(=O)=O)cc(OC)c1 (configuration not stated)	3.1%	-1	-13	3	5	-2	-9	-1.0	0
9	COc1cccc(NS(=O)(=O)c2ccc3c(c2)NC(=O)C(C)C(=O)N3)c1 (configuration not stated)	-1.0%	0	7	-7	2	0	-8	-0.4	4
10	COc1ccc(C2=C(C)C(N3CCC(C(=O)Nc4cc(C)ccc4C)CC3)=NS2(=O)=O)cc1	6.2%	-2	-11	-4	6	-7	/	0.0	-21
11	COc1ccc(C(=O)Nc2ccnn2C2CCN(C(=O)CCC(F)(F)F)CC2)cc1	-0.3%	4	3	-2	-1	-1	0	0.6	-4
12	CN(C)S(=O)(=O)c1ccc(C(=O)NCCN2C(=O)S/C(=C\c3cccnc3)C2=O)cc1	16%	4	-3	5	4	-4	0	0.4	-15
13	Cc1cccc2cc(C#N)c(SCc3nnc(-c4ccccc4[N+](=O)[O-])o3)nc12	5.1%	1	8	8	3	-4	-20	-0.9	12
14	CCOC(=O)C1CCN(C(=O)COC(=O)c2cc(-c3cccs3)nn2-c2ccccc2)CC1	0.1%	16	50	18	2	4	-12	-0.1	-1
15	O=C(CCc1ccccc1)Nc1nnc(-c2ccc3c(c2)CCCC3)o1	-0.2%	-7	-2	-5	2	1	7	1.0	/
16	COc1cccc(C(=O)Nc2ccc3nc(N4CCN(c5ncccn5)CC4)cc(C)c3c2)c1OC	1.3%	-3	-18	24	-1	-8	4	1.0	/
17	CCOC(=O)c1sc(NC(=O)c2ccco2)nc1-c1ccccc1	?	-2	-16	-26	2	-6	24	0.2	/
18	Cc1ccc(N2CN(CCc3ccccc3)CNC2=S)cc1	0.0%	-5	7	-9	0	7	8	19	2
19	CCN(CC(=O)Nc1cccc(S(=O)(=O)N(C)c2ccccc2)c1)Cc1ccccc1	-1.0%	-8	2	/	11	4	/	/	3
20	N#Cc1cccc(NC(=O)C2SC(=Nc3ccccc3)C(C(=O)N3CCOCC3)=C2N)c1 (configuration not stated)	0.5%	-1	0	0	1	-2	0	1.3	-2

(next part)
Order of values: RXFP1 ag	TRHR enhancer	D1 antag	D2 potentiator	D1 ag	D1 PAM	D2 antag	D2 agonist	RXFP1 antag
21: COc1cccc(NC(=O)Nc2cc(-c3cn4cccnc4n3)ccc2C)c1
→ 6.1%	-5	3	-4	-1	-1	/	-0.4	/
22: O=C(Oc1ccc2ccc(OC(=O)N3CCOCC3)cc2c1)N1CCOCC1
→ 1.7%	0	1	11	1	1	0	0.6	-10
23: Cc1cc(SCC(=O)NCc2ccccc2Cl)nc(=O)[nH]1
→ -0.9%	-3	/	14	0	-1	/	1.6	/
24: COc1ccc2oc(=O)c(C(=O)Nc3ccccc3O)cc2c1
→ -2.6%	-6	7	-8	1	-3	21	0.2	-3
25: O=C(c1cccc(S(=O)(=O)Nc2ccccc2Cl)c1)N1CCCCCC1
→ 1.0%	-1	5	-6	3	4	1	0.1	4
26: CC(=O)Oc1ccc([N+](=O)[O-])cc1N1C(=O)c2ccccc2C1=O
→ -0.5%	2	-15	-13	10	-3	3	-0.1	-3
27: CCOC(=O)/C=C1/SCC(=O)N1CC(=O)Nc1cccc(F)c1
→ -0.3%	11	-27	1	3	-2	1	1.2	3
28: CC(=O)N1CCC(C(=O)NCCOc2cccc(C)c2)CC1
→ -0.3%	-15	22	-2	0	-6	35*	-0.9	1
29: COCc1cc(=O)[nH]c(Sc2c(-c3ccccc3)c3ccc(Cl)cc3[nH]c2=O)n1
→ 7.3%	-3	3	9	-1	-3	-1	0.1	/
30: COc1ccc(S(=O)(=O)N2CCN(c3ccc(F)cc3)CC2)cc1-c1noc(C)n1
→ 0.7%	5	-10	16	9	-2	/	1.4	7

From entry 21 as far as 23, copied from above:
Order of values: RXFP1 ag	TRHR enhancer	D1 antag	D2 potentiator	D1 ag	D1 PAM	D2 antag	D2 agonist	RXFP1 antag
21: COc1cccc(NC(=O)Nc2cc(-c3cn4cccnc4n3)ccc2C)c1
→ 6.1%	-5	3	-4	-1	-1	/	-0.4	/
22: O=C(Oc1ccc2ccc(OC(=O)N3CCOCC3)cc2c1)N1CCOCC1
→ 1.7%	0	1	11	1	1	0	0.6	-10
23: Cc1cc(SCC(=O)NCc2ccccc2Cl)nc(=O)[nH]1
→ -0.9%	-3	/	14	0	-1	/	1.6	/

(further entries)
Order of values: RXFP1 ag	TRHR enhancer	D1 antag	D2 potentiator	D1 ag	D1 PAM	D2 antag	D2 agonist	RXFP1 antag
31: COC(=O)c1ccc(N)cc1O
→ 1.7%	5	-13	-3	6	-3	3	0.1	4
32: Cc1ccc2c(c1)c(-c1ccccc1)nc1nncn12
→ 1.0%	0	-12	-3	0	-1	0	-1.0	/
33: CC(/C=C/c1ccc2c(c1)OCO2)=N/NC(=O)C1COc2ccccc2O1 (configuration not stated)
→ 1.3%	-3	-2	1	3	-5	-6	0.8	/
34: CC(C)N1CCN(C2CSCCSC2)CC1CCO (configuration not stated)
→ -0.7%	6	4	1	1	-4	-3	1.6	-8
35: CCC(C)NCc1ccc(C(=O)OC)o1 (configuration not stated)
→ 2.3%	5	15	7	4	-3	2	-0.5	1
36: Cc1sc(NC(=O)c2ccco2)c(CN2CCN(c3ccccc3)CC2)c1C
→ 0.4%	4	12	-18	2	1	17	41*	-3
37: C=CCn1c(SCc2nc(N)nc(N3CCCCC3)n2)nnc1-c1ccco1
→ 1.0%	0	7	0	2	7	-5	0.0	-22
38: Cc1cc(NS(=O)(=O)c2ccc(NC(=S)NC(=O)c3ccncc3)cc2)no1
→ 4.4%	4	-20	/	6	6	/	/	0
39: COC(=O)C1CCCCN1C(=O)c1ccc2oc(C(C)C)nc2c1 (configuration not stated)
→ 0.5%	3	-4	7	4	-2	1	-4.4	7
40: O=C(C1CCCN(S(=O)(=O)c2ccc(Br)cc2)C1)N1CCOCC1 (configuration not stated)
→ -1.0%	3	-53*	15	6	6	-5	0.8	-3
41: Cc1ccc(-c2nc3ccccc3c(=O)n2CCCn2ccnc2)cc1
→ 4.2%	-1	-7	-6	1	-1	4	-0.4	8
42: COc1ccc(NC(=O)c2oc3ccccc3c2NC(=O)c2cc3ccccc3o2)cc1
→ 1.6%	-8	-3	-7	3	-5	/	-0.1	/
43: C/C(=N\NC(=O)c1cccc(N2CCCC2=O)c1)c1ccc(N)cc1
→ -2.4%	-4	-6	-8	2	-5	3	0.4	0
44: O=[N+]([O-])c1ccccc1S(=O)(=O)N(CC(O)CN1CCCCC1)c1ccccc1 (configuration not stated)
→ -3.3%	15	5	-8	2	3	8	0.4	-8
45: CCOC(=O)Cc1cnc(NC(=O)NC(C(=O)OCC)(c2ccccc2)C(F)(F)F)s1 (configuration not stated)
→ -0.6%	-8	-3	6	-1	-1	-10	0.2	-2
46: CCC(C)c1ccccc1NC(=O)C(C)OC(=O)CN1C(=O)NC(C)(C)C1=O (configuration not stated)
→ 0.3%	-2	-23	-2	0	1	-13	-0.1	-6
47: COc1ccc(C(C)NC(=O)c2ccc(Cl)cc2)cc1OC (configuration not stated)
→ 1.2%	2	0	-6	0	-12	-4	-0.5	5
48: CC(=O)c1ccc(NC(=O)CN2C(=O)CN(C)C(=O)c3ccccc32)cc1
→ 0.3%	-5	16	5	2	-3	/	0.8	0
49: O=C(Cn1ncn2c(cc3ccccc32)c1=O)NCc1ccco1
→ 0.0%	-1	5	-4	9	-4	-10	-0.5	-11
50: CCCCCCc1cc2cc(C(=O)Nc3ccc(OC)cc3)c(=O)oc2cc1O
→ 3.9%	0	6	2	9	-7	8	0.5	5
51: Cc1cc(Nc2cccc(C(F)(F)F)c2)nc2ccc(NC(=O)Cc3ccc(Cl)cc3)cc12
→ 5.9%	3	-4	3	0	-1	/	-0.2	/

In another format: entries from further up.
(41) Cc1ccc(-c2nc3ccccc3c(=O)n2CCCn2ccnc2)cc1
- RXFP1 ag: 4.2%
- TRHR enhancer: -1
- D1 antag: -7
- D2 potentiator: -6
- D1 ag: 1
- D1 PAM: -1
- D2 antag: 4
- D2 agonist: -0.4
- RXFP1 antag: 8

(42) COc1ccc(NC(=O)c2oc3ccccc3c2NC(=O)c2cc3ccccc3o2)cc1
- RXFP1 ag: 1.6%
- TRHR enhancer: -8
- D1 antag: -3
- D2 potentiator: -7
- D1 ag: 3
- D1 PAM: -5
- D2 antag: /
- D2 agonist: -0.1
- RXFP1 antag: /

Screening data deposited in PubChem BioAssay by National Center for Advancing Translational Sciences (NCATS).
